# From PubChem
# NALP1 yeast inh – NALP1 inflammasome inhibitors in reconstituted yeast, colorimetric, S. cerevisiae, triplicate retest; S. cerevisiae NALP1/ASC/caspase-1 growth, X-gal OD620, 72 h; inhibition, % at 10 µM; 280,000 tested, 0.61% active; AID 2071, 2009; in the data active = inhibition mostly above about 24%, no sharp cut-off; inactive = mostly below about 32%; note: some compounds called inactive have numbers as strong as hits
# IDE inh – human IDE inhibitors in live cells, primary screen, fluorescence polarization, HEK cells, FAbetaB substrate; Insulin-degrading enzyme (Homo sapiens), P14735; 320,000 tested, 0.41% active; AID 434962, 2010; inhibition, % at 5.59 µM; FAbetaB cleavage;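 active = percent inhibition above the average of all tested compounds plus 3 SD, set per screening campaign, cut at about 16% in these data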;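 note: IDE supplied by intact live HEK cells; FP after avidin binding of uncleaved biotin substrate so inhibition keeps polarization high; 0% = DMSO wells and 100% = 60 µM reference IDE inhibitor Ii1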
# M18AAP inhibitor – PfM18AAP inhibitors, malaria aminopeptidase, primary screen, biochemical, QFRET, recombinant enzyme | M18 aspartyl aminopeptidase (Plasmodium falciparum 3D7) | H-Glu-NHMec fluorogenic cleavage | inhibition, % at 7.35 µM | 290,000 tested, 1.2% active | AID 1822, 2009;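 active = inhibition above the campaign mean inhibition over all tested compounds plus 3 SD, cut at about 28% in these data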;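 note: 0% = plate median of test compound wells and 100% = 2 mM ZnCl2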
# IMP-1 inh – IMP-1 metallo-beta-lactamase inhibitors, primary screen, biochemical, epi-absorbance readout, Pseudomonas aeruginosa enzyme. metallo-beta-lactamase IMP-1 (Pseudomonas aeruginosa). purified IMP-1, nitrocefin hydrolysis, epi-absorbance fluorescence. inhibition, % at 5.6 µM. 290,000 tested, 0.45% active;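 active = inhibition above the mean plus 3 SD of all compounds in the same screening run, cut at about 4.5% in these data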;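 note: 0% = IMP-1 with DMSO and 100% = DMSO wells lacking enzyme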
#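 System: purified recombinant IMP-1 beta-lactamase. Medium: Zinc- and detergent-supplemented HEPES buffer, pH 7.1. Compound: one 5.6 µM dose […]. Schedule: 15 min preincubation plus 25 min reaction at 25 °C. Technique: Epi-absorbance fluorescence, 480 nm excitation, 530 nm emission.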
# p-CIP stab down – p/CIP-EGFP fusion destabilizers, primary screen, fluorescence, F442A cells; Q05BA5; 16 h; decrease of EGFP signal, % at 10 µM; 290,000 tested, 0.01% active; AID 1984, 2009;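 active = EGFP signal decrease of at least 30% at 10 µM or well 3 SD below plate mean, unless failing retest; inactive = the rest, including hits failing retest or dose response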; note: some compounds called inactive have numbers as strong as hits; many of its hits are not listed in these tables
# VIM-2 inh – VIM-2 metallo-beta-lactamase inhibitors, primary screen, biochemical, epi-absorbance readout, Pseudomonas aeruginosa enzyme; 290,000 tested, 0.89% active; inhibition, % at 5.6 µM; purified VIM-2, nitrocefin hydrolysis, epi-absorbance fluorescence;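 active = inhibition above the mean of all tested compounds plus 3 SD, cutoff set per screening run, cut at about 7.5% in these data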;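 note: red hydrolysis product quenches plate fluorescence so inhibitors raise well fluorescence; 0% = enzyme with DMSO and 100% = DMSO without enzyme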
# PHOSPHO1 inh – PubChem AID 1565. recombinant PHOSPHO1, absorbance phosphatase assay. inhibition, % at 13.3 µM. 290,000 tested, 1.1% active; in the data active = inhibition above about 60%
# Target sequence (Q8TCT1 whole entry, looked up): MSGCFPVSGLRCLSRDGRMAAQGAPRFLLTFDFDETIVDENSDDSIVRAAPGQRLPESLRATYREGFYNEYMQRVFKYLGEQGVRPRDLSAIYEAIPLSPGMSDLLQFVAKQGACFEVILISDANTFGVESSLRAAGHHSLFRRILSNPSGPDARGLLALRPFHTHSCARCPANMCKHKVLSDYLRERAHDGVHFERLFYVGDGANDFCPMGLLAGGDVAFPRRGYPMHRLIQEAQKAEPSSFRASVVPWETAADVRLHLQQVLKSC
# IDE act – human IDE activators in live cells, primary screen, fluorescence polarization, HEK cells, FAbeta-B substrate; Insulin-degrading enzyme (Homo sapiens), P14735; 340,000 tested, 0.073% active; FAbeta-B cleavage; 0% vehicle, 100% cell-free pure enzyme wells; AID 493087, 2011; activation, % at 5.96 µM;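 active = activation above the mean of all tested compounds plus 3 SD, set per screening campaign, cut at about 17% in these data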
# GPR7 antagonist – GPR7 receptor antagonists, primary screen, cell-based, fluorescence, single concentration | inhibition, % at 4.4 µM | GPR7-expressing cells, fluorescence antagonist assay | AID 1861, 2009 | 290,000 tested, 1.1% active | Neuropeptides B/W receptor type 1 (Homo sapiens), P48145; in the data active = inhibition above about 16%, passing the limit was not always enough;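 note: cells stimulated with the agonist NPW; 0% = agonist with vehicle and 100% = vehicle without agonist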
# Target sequence (P48145 whole entry, looked up): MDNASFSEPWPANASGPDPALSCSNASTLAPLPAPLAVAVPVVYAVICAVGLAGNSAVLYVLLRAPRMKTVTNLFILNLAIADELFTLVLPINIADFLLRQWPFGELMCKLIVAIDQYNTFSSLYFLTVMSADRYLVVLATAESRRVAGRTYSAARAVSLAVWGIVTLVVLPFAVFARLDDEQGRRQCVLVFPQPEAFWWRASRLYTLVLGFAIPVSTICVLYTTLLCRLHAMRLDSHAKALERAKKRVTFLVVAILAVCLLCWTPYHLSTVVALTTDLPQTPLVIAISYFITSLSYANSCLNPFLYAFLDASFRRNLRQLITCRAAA
# * = called active by the depositor; · = not tested or not shown. An unsorted share of the library; about 5.3% have a hit in one of these screens.
SMILES,NALP1 yeast inh,IDE inh,M18AAP inhibitor,IMP-1 inh,p-CIP stab down,VIM-2 inh,PHOSPHO1 inh,IDE act,GPR7 antagonist
CONc1nc2nonc2nc1NOC,20,-2,2,0.6,3,-3.0,-4,2,9
O=C1CC(c2cccnc2)c2cc3c(cc2N1)OCCO3 (configuration not stated),23,6,-1,-3.4,-14,-3.0,-14,-6,2
COc1ccccc1NC(=O)CCSc1nnc(-c2ccncc2)o1,3,0,-4,0.6,6,0.9,7,2,-1
COc1ccc(C(=O)Nc2ccc(NC(=O)c3cccs3)cc2)cc1[N+](=O)[O-],21,7,0,-2.3,7,-2.9,-26,2,7
COc1ccc(/C=N/NC(=O)c2ccc3c(c2)NC(=O)C(C)(C)O3)cc1OC,17,-1,1,-2.2,-4,-2.0,28,2,-1
CCS(=O)(=O)c1nc(S(=O)(=O)c2ccc(C)cc2)c(NCc2ccccn2)s1,7,4,-13,0.7,2,1.5,-15,-2,-10
O=C(COC(=O)c1c2c(nc3ccccc13)CCCCC2)c1ccc(Cl)s1,31,-7,3,-0.3,-7,-2.1,1,5,-12
Cc1cccc(C)c1NC(=O)C1CCCNC1 (configuration not stated),18,4,-3,-2.3,6,-3.4,4,-3,11
CC(C)OCCCn1c(=O)c2ccccc2n2c(CCC(=O)NC3CCN(Cc4ccccc4)CC3)nnc12,16,9,-6,-0.9,5,-0.5,7,4,-9
Cc1cccc(C(C#N)c2ccc(Cl)nn2)c1 (configuration not stated),6,-2,-3,-1.4,-10,0.2,4,·,-7
COc1ccccc1CN1CCN(C(c2ccccc2)c2ccccc2)CC1,9,-1,-3,-0.1,-4,-2.6,36,5,-16
Cc1nnc(NC(=O)C(C)Sc2nnc(-c3ccco3)n2C)s1 (configuration not stated),16,3,3,-2.7,-6,-3.9,6,2,-6
CC(=O)NCCNC(=O)CNC(=O)c1ccc(Cl)cc1,13,-2,-6,-2.0,-1,-0.7,7,5,-15
Cc1c(NC(=O)Nc2cccc(C#N)c2)c(=O)n(-c2ccccc2)n1C,16,-1,-3,-1.0,6,-0.8,14,-2,7
CN(C(=O)c1ccncc1)c1nnc(-c2cnccn2)s1,22,-3,10,-6.3,2,-4.0,19,6,-4
Cc1cccc(C)c1NC(=O)CSc1ncnc2nc[nH]c12,30,5,0,-3.2,-3,-1.5,18,-2,-4
O=C(Nc1cccnc1)c1cccc(F)c1,8,3,1,-3.1,9,-3.1,-2,2,-6
Cc1ccc(/C=C/C(=O)NCc2cccs2)o1,-2,7,-75,-0.6,-18,0.8,42,-2,-6
COc1cccc(C2CC(c3cccs3)=NN2C(=O)CCC(=O)O)c1OC (configuration not stated),-4,2,-1,-2.6,-3,-2.0,·,3,9
CC(=O)Nc1ccc(OCC(O)Cn2cncn2)cc1 (configuration not stated),11,-4,1,-1.3,-3,-1.0,24,5,19
O=C(Cc1cn2ccsc2n1)NCc1ccccc1,-2,6,0,-2.9,-20,-4.4,24,-3,-9
COc1cccc(CN2CCC(C(=O)N3CCN(c4ccccc4F)CC3)CC2)c1OC,48,5,-1,-0.2,7,-2.3,-15,1,-7
COc1ccc(NC(=O)c2cc(Cl)ccc2Cl)c([N+](=O)[O-])c1,4,0,-3,-1.3,1,-2.3,-2,-2,-14
COc1ccc(C2C(C(=O)/C=C/c3ccco3)=C(O)C(=O)N2CCN2CCOCC2)cc1 (configuration not stated),-14,5,6,-0.1,-2,2.2,24,7,1
CC1=CC(C)(C)n2c(O)c(N=N)c3c(C)ccc1c32,34,1,7,-2.8,-31,-2.8,-7,9,-23
O=[N+]([O-])c1cc(C(F)(F)F)ccc1Sc1nccn1Cc1ccccc1,-7,3,-5,-1.8,-1,0.1,6,5,0
COc1ccc(Cl)cc1NC(=O)Cn1nc(-c2ccc(C)cc2)n(C)c1=S,8,-3,-7,-1.6,-12,-0.6,7,-1,-6
CCOC(=O)C1CCN(Cc2cnc(Oc3ccc(N)cc3)s2)CC1,·,8,-3,-2.7,-18,-0.4,19,2,-5
COc1ccc(F)cc1C(=O)C1CCCN(Cc2cccn2-c2ccccn2)C1 (configuration not stated),14,-7,2,-1.4,-8,-0.6,28,5,19*
COc1ccc(NC(=O)CCSc2ccc(C)cc2)cc1,44,6,-6,-0.9,5,-0.4,3,2,-9

# Entries of single compounds, quoted from the list. Values in the order: NALP1 yeast inh | IDE inh | M18AAP inhibitor | IMP-1 inh | p-CIP stab down | VIM-2 inh | PHOSPHO1 inh | IDE act | GPR7 antagonist
# COc1ccc(Cl)cc1NC(=O)Cn1nc(-c2ccc(C)cc2)n(C)c1=S as listed: 8 | -3 | -7 | -1.6 | -12 | -0.6 | 7 | -1 | -6
# COc1cccc(CN2CCC(C(=O)N3CCN(c4ccccc4F)CC3)CC2)c1OC as listed: 48 | 5 | -1 | -0.2 | 7 | -2.3 | -15 | 1 | -7

# The results go on.
SMILES,NALP1 yeast inh,IDE inh,M18AAP inhibitor,IMP-1 inh,p-CIP stab down,VIM-2 inh,PHOSPHO1 inh,IDE act,GPR7 antagonist
CCCCC(=O)Nc1nnc(SCC(=O)Nc2ccc(OC)cc2)s1,14,2,-13,-0.1,-1,0.0,13,2,-2
COc1ccc(S(=O)(=O)N(CC(=O)NCCC(C)C)c2ccccc2)cc1OC,18,-3,-4,-0.7,2,-2.0,6,-3,-18
Cc1ccc(S(=O)(=O)Nc2cccc3cccnc23)cc1,-14,0,-3,-5.6,-4,-6.4,-4,2,9
COC(=O)c1oc2ccc(Cl)cc2c1N,11,-5,9,0.6,2,0.8,-13,0,-5
CCN(C(=O)c1ccc(S(C)(=O)=O)cc1)C12CC3CC(CC(C3)C1)C2,33,6,-7,-1.7,-4,-2.5,-14,-1,-3
O=C(/C=C\c1ccc(-c2cccc([N+](=O)[O-])c2)o1)N1CCOCC1,8,2,0,-1.0,-15,2.8,44,1,-2
Cc1c(C(=O)NCCSCc2cccc(C(F)(F)F)c2)cnn1-c1ccc(F)cc1,36,14,-2,-1.1,-15,-1.1,-6,1,-12
COc1ccc2cc3cc(C(=O)N4CCCCC4C)oc3nc2c1 (configuration not stated),-6,0,1,1.3,-5,0.0,30,1,13
COc1ccc(NC(=O)Oc2cc(C)ccc2C(C)C)cc1,-12,-1,-3,-0.7,-5,-1.2,20,3,-21
CN1CCN(C(CNS(=O)(=O)c2ccc(F)cc2)c2cccnc2)CC1 (configuration not stated),-67,0,2,-2.7,-7,-4.7,21,12,-7
O=C(Cn1[nH]c(=O)c2ccccc2c1=O)NC1CCCCCC1,14,-1,-12,-2.8,2,-4.1,-11,2,-4
COC(=O)C1CCCN1C(=O)COc1ccc(Cl)cc1Br (configuration not stated),28,-2,-4,-0.4,0,-2.1,4,-1,6
O=C(Nc1ccccc1)NC1CCCCC1,11,-2,5,-3.9,-2,-0.5,9,-1,-9
Cc1cccc2cc(COC(=O)c3ccccn3)c(=O)[nH]c12,8,-2,1,-1.0,-6,-1.3,-12,6,0
O=[N+]([O-])c1ccc2[nH]c3nc4ccccc4nc3c2c1,5,4,-4,-0.9,-7,-0.1,1,3,2
O=C(CSc1nnc(-c2cnccn2)n1Cc1ccco1)c1ccc(Cl)c(Cl)c1,7,4,-2,-1.7,-7,0.1,85*,-1,-10
O=C(CSc1nncs1)Nc1ccc2c(c1)OCCO2,33,3,0,-2.5,5,-1.9,28,4,-10
O=C(NCCSCc1c(F)cccc1Cl)c1ccco1,4,-3,7,-2.7,-8,-2.7,4,2,0
O=[N+]([O-])c1ccc(Cc2nnc(-c3ccccc3Cl)o2)cc1,18,1,-9,-0.2,-7,1.5,-19,2,6
CC(C)C[C@H](NC(=O)N1CCn2c1nc1ccccc12)C(=O)NCc1ccccc1,0,0,0,-4.0,12,-1.4,24,9,-3
Cc1noc(C)c1CSc1ccccc1C(=O)Nc1nccs1,14,3,-5,-0.1,-10,-2.3,28,1,-8
O=C(Nc1ccc(Cl)cc1C(=O)NCc1cccnc1)c1ccco1,37,-9,-4,3.5,-1,0.3,18,7,-7
O=C(c1cnccn1)N1CCc2ccccc21,28,2,-8,-0.4,12,0.1,-8,7,-5
Cc1cc(/C=N/n2cnnc2)c(C)n1-c1cccc(C(=O)O)c1,14,1,20,-2.8,-43,-2.4,45,0,6
CCN1C(=O)/C(=C2/C=Cc3cc(C)ccc3N2CC)N(C)C1=S,24,3,3,-5.6,3,-3.5,-26,-2,4
CC(NC(=O)CCNC(=O)c1ccccc1Cl)C1CC2CCC1C2 (configuration not stated),28,4,-5,-3.5,-6,-2.3,26,-3,-2
CCOC(=O)CC1(NC(=O)c2cc(COc3ccc(F)c(F)c3)on2)CCCCC1,30,0,5,-0.7,-1,-0.4,-12,6,3
COc1ccc([N+](=O)[O-])cc1-n1cccc1,-3,-2,-10,-2.6,-11,0.0,23,2,-10
Cc1ccc(-n2nnnc2Sc2nc([N+](=O)[O-])nn2C)cc1,28,-1,-1,-0.9,-6,1.2,4,2,4
CCOc1ccccc1CN1CCNC(=O)C1CC(=O)NCCC1=CCCCC1 (configuration not stated),12,7,-6,-3.4,-34,-2.3,9,2,-2

# By substructure: those above containing a cyano group
SMILES,NALP1 yeast inh,IDE inh,M18AAP inhibitor,IMP-1 inh,p-CIP stab down,VIM-2 inh,PHOSPHO1 inh,IDE act,GPR7 antagonist
Cc1cccc(C(C#N)c2ccc(Cl)nn2)c1 (configuration not stated),6,-2,-3,-1.4,-10,0.2,4,·,-7
Cc1c(NC(=O)Nc2cccc(C#N)c2)c(=O)n(-c2ccccc2)n1C,16,-1,-3,-1.0,6,-0.8,14,-2,7

# (listing goes on)
SMILES,NALP1 yeast inh,IDE inh,M18AAP inhibitor,IMP-1 inh,p-CIP stab down,VIM-2 inh,PHOSPHO1 inh,IDE act,GPR7 antagonist
CCOC(=O)C1CCCN(C(=O)CCCOc2cc(=O)n(C)c3ccccc23)C1 (configuration not stated),-1,12,5,-2.5,-4,-0.4,3,2,-11
CCSc1nnc(NC(=O)C(C)Sc2nc3ccccc3[nH]2)s1 (configuration not stated),23,-2,1,-6.2,-6,-4.1,1,3,-2
O=C(CSc1nnc(NC(=O)c2ccco2)s1)Nc1ccc2c(c1)OCCO2,10,2,-6,-2.9,-4,-2.4,34,0,-11
Cc1ccc(-n2ccn(CC(=O)NCCc3ccccc3)c(=O)c2=O)cc1C,8,-3,-4,-0.6,3,0.6,32,-1,-1
COC(=O)c1cc(NC(=O)c2cccc(C(F)(F)F)c2)c(=O)oc1C,4,-3,-1,-4.3,3,-1.1,-12,-4,-2
CCOc1ccc(N2CC(=O)SC2=S)cc1,10,6,8,-3.3,-9,-2.6,30,1,0
CCOC(=O)N1CCN(c2ccc(S(=O)(=O)N(Cc3ccccc3)Cc3ccccc3)cn2)CC1,35,0,-11,0.9,-8,2.3,7,2,9
Cn1c(=O)c2c(nc(Oc3cccc(Br)c3)n2C)n(C)c1=O,1,1,-4,-2.2,-11,4.0,19,2,-3
CCOC(=O)c1ccc(NC(=O)CSc2ccc(-c3ccncc3)nn2)cc1,-11,1,0,-2.8,5,-1.5,-26,-3,-16
